Screening data as filed in PubChem.
PME-1 primary: PME-1 (human) inhibition; Q9Y570; recombinant PME-1, FP-Rh probe fluorescence polarization; inhibition, % at 5.9 µM; actives 0.53% (n = 320,000);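 active = inhibition above the campaign mean of all compounds plus 3 SD, cut at about 26% in these data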;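 note: competitive labeling of PME-1 active site by serine hydrolase directed probe; 0% = PME-1 with DMSO and 100% = wells lacking PME-1 enzyme; inhibitors block probe labeling so polarization falls and inhibition rises; many of its hits are not listed in these tables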
BCLXL inh: inhibitors of human Bcl-xL | inhibition, % at 10.9 µM | Q07817 | AID 2129 | GST-Bcl-xL / FITC-Bim BH3 peptide fluorescence polarization | actives 0.7% (n = 320,000);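 active = inhibition above the mean of all tested compounds plus 3 SD, cutoff set per campaign, cut at about 30% in these data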;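 note: 0% = DMSO wells and 100% = unlabeled Bim-BH3 peptide competitor; inhibitors lower millipolarization by displacing the labeled peptide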
MEX-5 binding: C. elegans MEX-5 TCR-2 RNA binding activity. AID 1832. actives 0.38% (n = 300,000). MEX-5/FITC-TCR2 RNA binding, fluorescence polarization; active compounds read low. activity score (negative = inhibition of binding), % at 10 µM. Q9XUB2;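 active = inhibition past about -25% in most replicates, and total fluorescence under double the plate's negative control median, limit read from the data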;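 note: 0% = DMSO and -100% = 5 µM competing unlabeled TCR2 RNA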
Fam108B inh: counter-screen for RBBP9 inhibitors: inhibitors of mouse Fam108B. recombinant Fam108B, FP-Rh probe fluorescence polarization. inhibition, % at 9.51 µM. actives 0.33% (n = 300,000);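 active = inhibition above the screen mean inhibition plus 3 SD, computed separately per campaign, cut at about 18% in these data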;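 note: inhibitors lower polarization as less probe binds the enzyme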
pPAFAH inh: inhibitors of human plasma PAF acetylhydrolase (pPAFAH); Q13093; recombinant pPAFAH, FP-rhodamine probe fluorescence polarization; inhibition, % at 3.39 µM; actives 1.5% (n = 330,000);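 active = inhibition above the mean inhibition across the screen plus 3 SD, cut at about 25% in these data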;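 note: inhibitors block binding of the rhodamine activity-based probe so polarization drops; 0% = enzyme with DMSO and 100% = wells lacking pPAFAH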
GLD-1 TGE inh: GLD-1-TGE RNA interaction inhibition (C. elegans); actives 0.44% (n = 320,000); inhibition, % at 5.96 µM; purified GLD-1 + fluorescein TGE RNA, fluorescence polarization; Q17339;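 active = percent inhibition above a per-plate cutoff, the plate mean of test compounds plus 3 SD, cut at about 30% in these data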;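 note: 0% = DMSO wells with GLD-1 and probe and 100% = wells lacking GLD-1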
MCL1-BIM inh: disrupts human MCL1 binding to BIM-BH3 peptide; Q07820; GST-MCL1 / FITC-Bim-BH3 fluorescence polarization; actives 0.68% (n = 320,000); inhibition, % at 10.9 µM;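 active = inhibition above the mean inhibition of all tested compounds plus 3 SD, set per campaign, cut at about 40% in these data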;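 note: 0% = DMSO wells and 100% = unlabeled Bim-BH3 peptide control; higher means more loss of mP so more displacement of Bim peptide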
PAFAH1B2 FP inh: PAFAH1B2 (human) inhibition | AID 492953 | actives 1.2% (n = 340,000) | P68402 | recombinant PAFAH1B2, FP-rhodamine activity probe, fluorescence polarization | inhibition, % at 3.39 µM;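 active = inhibition above the mean of all tested compounds plus 3 SD, cut at about 24% in these data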;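 note: 0% = enzyme with DMSO and 100% = wells lacking PAFAH1B2; many of its hits are not listed in these tables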
AHR activator: activates the human aryl hydrocarbon receptor; P35869; activation, % at 5 µM; actives 2.5% (n = 320,000); AHR-responsive luciferase reporter cells, luminescence; AID 2796; in the data active = activation above about 47%;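 note: 0% = vehicle wells and 100% = reference agonist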
Target sequence (P35869 whole entry, looked up): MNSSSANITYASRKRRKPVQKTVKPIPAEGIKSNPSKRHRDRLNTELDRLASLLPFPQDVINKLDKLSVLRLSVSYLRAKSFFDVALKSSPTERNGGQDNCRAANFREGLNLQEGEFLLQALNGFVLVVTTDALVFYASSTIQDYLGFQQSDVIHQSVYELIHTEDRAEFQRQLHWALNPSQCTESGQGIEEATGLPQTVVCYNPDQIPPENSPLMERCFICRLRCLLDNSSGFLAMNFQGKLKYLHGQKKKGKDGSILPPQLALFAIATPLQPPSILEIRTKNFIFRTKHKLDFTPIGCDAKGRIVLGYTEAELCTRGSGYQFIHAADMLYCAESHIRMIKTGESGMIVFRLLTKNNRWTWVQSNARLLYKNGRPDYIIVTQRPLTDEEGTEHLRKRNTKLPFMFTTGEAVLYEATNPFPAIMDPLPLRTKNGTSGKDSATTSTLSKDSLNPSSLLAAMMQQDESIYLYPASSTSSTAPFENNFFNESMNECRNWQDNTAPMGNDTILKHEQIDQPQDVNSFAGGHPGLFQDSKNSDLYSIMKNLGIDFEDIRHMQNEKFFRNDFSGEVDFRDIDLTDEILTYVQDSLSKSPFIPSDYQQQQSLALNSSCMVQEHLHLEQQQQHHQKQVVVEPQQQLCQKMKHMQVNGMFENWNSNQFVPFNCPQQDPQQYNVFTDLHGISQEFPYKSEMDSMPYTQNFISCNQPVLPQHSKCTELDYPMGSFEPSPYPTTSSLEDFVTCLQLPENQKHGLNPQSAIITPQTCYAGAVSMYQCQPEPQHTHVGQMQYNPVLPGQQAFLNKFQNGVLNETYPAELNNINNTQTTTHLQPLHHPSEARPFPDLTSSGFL
Active calls of the source: *; / = not tested or not shown.

Key to letters: A = PME-1 primary; B = BCLXL inh; C = MEX-5 binding; D = Fam108B inh; E = pPAFAH inh; F = GLD-1 TGE inh; G = MCL1-BIM inh; H = PAFAH1B2 FP inh; I = AHR activator
> Cc1ccc(S(=O)(=O)N[C@@H](CO)C(=O)N[C@@H](Cc2ccc(O)cc2)C(=O)O)cc1
  A: 1	B: -2	C: 0.7	D: -2	E: 5	F: -3	G: -7	H: 3	I: -1
> CC(C)(Nc1ccccc1)C(=O)c1ccccc1
  A: 1	B: 7	C: 0.5	D: 2	E: 3	F: 4	G: 13	H: 16	I: -1
> COc1ccccc1NC(=O)c1ccc(NC(=O)c2ccc(=O)[nH]c2)cc1
  A: 3	B: -7	C: /	D: /	E: 3	F: -3	G: -14	H: -5	I: 1
> CCN(CC)S(=O)(=O)c1csc(C(=O)NC2CCCCC2)c1
  A: 0	B: 0	C: 1.5	D: -6	E: -5	F: -6	G: -1	H: 2	I: 6
> C=CCNC(=S)NNC(=O)c1ccc(OCC)cc1
  A: 3	B: 7	C: 1.7	D: -1	E: 4	F: 0	G: 6	H: 2	I: 1
> Cc1ccc(C)c(OC(=O)c2ccncc2)c1
  A: 0	B: 7	C: 0.0	D: 0	E: 8	F: -8	G: 2	H: -1	I: -1
> O=C(NC1CC2CCCC(C1)N2Cc1ccc(F)cc1)c1ccc(F)cc1 (configuration not stated)
  A: 1	B: 4	C: -0.9	D: -3	E: -5	F: -7	G: 7	H: 2	I: 1
> Cn1c(N)c(C(=O)COC(=O)CC(NC(=O)c2ccccc2Cl)c2ccccc2)c(=O)n(C)c1=O (configuration not stated)
  A: -12	B: -4	C: -0.4	D: -6	E: -10	F: -6	G: -11	H: 1	I: 3
> CC(=O)Nc1nc(CC(C)C)cc(-c2ccccc2)c1C#N
  A: 4	B: -1	C: 0.2	D: 2	E: 2	F: 2	G: 5	H: 2	I: 4
> Cc1cccc(C2(c3cccc(C)c3)OC(=O)c3ccccc32)c1
  A: -6	B: 4	C: -0.8	D: -7	E: 6	F: 4	G: 7	H: 3	I: 0
> O=C(O)CC(NC(=S)NCc1ccccc1)C(=O)O (configuration not stated)
  A: -1	B: 2	C: 6.1	D: 2	E: -2	F: -3	G: 10	H: 12	I: 0
> Cc1cccc(N(C(=O)c2cnc3n(c2=O)CCS3)C2CCCCC2)c1
  A: 7	B: 1	C: 3.3	D: -2	E: 3	F: 7	G: 2	H: 4	I: 3
> CCC(Oc1ccccc1)C(=O)NCc1cccnc1 (configuration not stated)
  A: 0	B: -5	C: 1.4	D: -1	E: -4	F: -15	G: -2	H: 1	I: 14
> O=C(CCCN1C(=O)c2cccc3cccc(c23)C1=O)Nc1nccs1
  A: -2	B: -1	C: 0.8	D: -7	E: 1	F: 3	G: -4	H: 7	I: 2
> c1ccc(CN2CCC(N3CCC(N4CCCCCC4)CC3)CC2)cc1
  A: -1	B: 1	C: 0.6	D: -2	E: 2	F: -2	G: 0	H: 4	I: -5
> CCOc1ccc(N2CCc3c(C)nc(SC)nc32)cc1
  A: 1	B: 3	C: -0.1	D: 3	E: 7	F: -1	G: 3	H: 3	I: -5
> COc1ccc(C(C(=O)NC(C)(C)C)N(Cc2ccc(C)cc2)C(=O)CCC(=O)Nc2cc(C)on2)cc1 (configuration not stated)
  A: -4	B: 3	C: 3.1	D: -7	E: 4	F: 12	G: -1	H: 1	I: -4
> O=S(=O)(c1cccc(Br)c1)N1CCN(c2ccnc3cc(Cl)ccc23)CC1
  A: -4	B: -3	C: 1.0	D: -6	E: 2	F: 2	G: 12	H: 5	I: -3
> NC(=O)c1ccc(NC(=O)c2cccc(Oc3ccccc3)c2)cc1
  A: 1	B: 2	C: 3.5	D: 0	E: 1	F: -3	G: 6	H: 2	I: -2
> CC(C)c1ccc(NC(=S)N2CCN(Cc3ccccc3)CC2)cc1
  A: -2	B: 12	C: 1.5	D: 0	E: 5	F: 2	G: 4	H: 5	I: 2
> CN(C)c1ccc(NC(N)=S)cc1
  A: 1	B: 9	C: -3.9	D: 2	E: 2	F: -6	G: 20	H: -1	I: -1
> COc1ccc(CCN=C(N)NS(=O)(=O)c2ccc(C)c(C)c2)cc1
  A: -10	B: -7	C: -3.4	D: 3	E: 1	F: -2	G: -4	H: 3	I: -1
> C(=N\Nc1nc2ccccc2s1)/c1ccc2c(c1)OCO2
  A: 5	B: 1	C: 0.8	D: -4	E: -1	F: 4	G: 2	H: -4	I: 112*
> CCNS(=O)(=O)c1ccc(NC(=O)c2cncc(Br)c2)cc1
  A: 4	B: 2	C: 3.1	D: 4	E: 2	F: 3	G: 2	H: 1	I: 12
> CC1S/C(=N/N=C/c2cccc([N+](=O)[O-])c2)NC1=O (configuration not stated)
  A: -5	B: -5	C: 2.8	D: -5	E: -9	F: -1	G: -13	H: 3	I: 17

Pulled by compound from the list above (3):
Key to letters: A = PME-1 primary; B = BCLXL inh; C = MEX-5 binding; D = Fam108B inh; E = pPAFAH inh; F = GLD-1 TGE inh; G = MCL1-BIM inh; H = PAFAH1B2 FP inh; I = AHR activator
> Cn1c(N)c(C(=O)COC(=O)CC(NC(=O)c2ccccc2Cl)c2ccccc2)c(=O)n(C)c1=O (configuration not stated)
  A: -12	B: -4	C: -0.4	D: -6	E: -10	F: -6	G: -11	H: 1	I: 3
> C(=N\Nc1nc2ccccc2s1)/c1ccc2c(c1)OCO2
  A: 5	B: 1	C: 0.8	D: -4	E: -1	F: 4	G: 2	H: -4	I: 112*
> CC1S/C(=N/N=C/c2cccc([N+](=O)[O-])c2)NC1=O (configuration not stated)
  A: -5	B: -5	C: 2.8	D: -5	E: -9	F: -1	G: -13	H: 3	I: 17

Next section.
molecule	PME-1 primary	BCLXL inh	MEX-5 binding	Fam108B inh	pPAFAH inh	GLD-1 TGE inh	MCL1-BIM inh	PAFAH1B2 FP inh	AHR activator
CCCCCCCC(O)CC(CC1CCCCC1)C(=O)NN (configuration not stated)	-2	5	0.0	3	7	1	8	6	-2
O=C(c1cc2ccccc2oc1=O)N(c1ccccc1)C1C=CS(=O)(=O)C1 (configuration not stated)	-1	0	-0.3	2	1	-3	-2	4	-1
CCn1c(=O)cc(SCC(=O)Nc2cccnc2)c2ccccc21	-1	4	1.1	0	-2	5	7	2	8
Cc1cccc(-n2ncc3c2CCCC3NC(=O)Cc2c(C)noc2C)c1C (configuration not stated)	3	1	-4.4	2	-3	-5	-1	8	-1
CCOC(=O)N1CCN(c2cc(N3CCN(CC)CC3)c(F)cc2[N+](=O)[O-])CC1C (configuration not stated)	4	-4	0.9	1	4	8	-2	6	8
CO[C@@H]1[C@@H](OC(N)=O)[C@@H](O)C(Oc2ccc3c(O)c(NC(=O)c4ccc(O)c(CC=C(C)C)c4)c(=O)oc3c2C)OC1(C)C (some centres not stated)	3	4	/	3	6	4	3	-1	-3
OC1CCN(c2c3c(nc4cc(-c5cccc(F)c5)nn24)CCCC3)CC1	7	-7	-0.8	3	-1	2	-5	0	2
COc1nc(N2CCCC2)nc(-n2nnc(C(C)=O)c2C)n1	-5	2	0.0	-9	-3	-5	-1	1	-9
Cc1nn(-c2ccccc2)c2c1C(=O)NC(=O)C(C)(C)C2	-4	2	1.4	1	1	7	-1	1	0
COc1ccccc1Nc1nc(-c2ccc([N+](=O)[O-])cc2)nc2ccccc12	4	7	-4.5	5	5	0	-5	2	10
O=[N+]([O-])c1cccc(C=Nc2cc3c(cc2Br)OCCO3)c1	-9	7	/	-2	-3	2	1	8	1
COC(=O)c1ccccc1NC(=O)NC1CCCC1	-3	-1	-1.1	2	8	7	7	6	9
COc1ccc(OCC(=O)c2c[nH]c3ccccc23)cc1	-16	0	-0.3	-4	4	1	-3	-3	18
COc1ccc(CC(=O)Nc2cccc(-c3nnc(-c4ccco4)o3)c2)cc1	-13	0	1.7	1	-11	2	0	-3	-15
COc1ccc(S(=O)(=O)N(C)C)cc1NC(=O)CCNC(=O)c1ccccc1OC	1	1	2.2	-6	0	3	-3	0	-1
O/N=C/c1cc(Br)cs1	6	4	-1.4	-1	-2	10	6	22	1
CC(=O)Nc1ccc(NC(=O)c2c(-c3ccccc3Cl)noc2C)cc1	-3	-5	-2.8	2	1	-7	-3	4	-1
FC(F)(F)c1cc(-c2ccccc2)nc(NCC2CCCO2)n1 (configuration not stated)	-2	0	2.6	0	14	4	1	2	4
CCn1c(SCC(=O)OC)nnc1-c1ccncc1	-1	-3	-0.1	2	-1	9	3	4	0
O=C(COC(=O)CCN1C(=O)C2CC=CCC2C1=O)Nc1ccc([N+](=O)[O-])cc1 (configuration not stated)	/	/	/	/	7	2	/	3	0

4 compounds already listed, arranged by their value in MEX-5 binding, descending.
canonical_smiles,PME-1 primary,BCLXL inh,MEX-5 binding,pPAFAH inh,GLD-1 TGE inh,MCL1-BIM inh,PAFAH1B2 FP inh,AHR activator
COc1ccc(CC(=O)Nc2cccc(-c3nnc(-c4ccco4)o3)c2)cc1,-13,0,1.7,-11,2,0,-3,-15
Cc1nn(-c2ccccc2)c2c1C(=O)NC(=O)C(C)(C)C2,-4,2,1.4,1,7,-1,1,0
CCn1c(SCC(=O)OC)nnc1-c1ccncc1,-1,-3,-0.1,-1,9,3,4,0
COc1ccc(OCC(=O)c2c[nH]c3ccccc23)cc1,-16,0,-0.3,4,1,-3,-3,18

The list continues:
molecule	PME-1 primary	BCLXL inh	MEX-5 binding	Fam108B inh	pPAFAH inh	GLD-1 TGE inh	MCL1-BIM inh	PAFAH1B2 FP inh	AHR activator
CCOc1ccc(OCC(=O)OCc2cc(=O)n3cc(Br)ccc3n2)cc1	-4	1	/	/	6	-1	1	-2	12
Cc1[nH]c2ccc(C(=O)NCCCN3CCCCC3)cc2c1C	-4	1	-1.6	0	5	3	6	4	5
C=CCSc1nnc(Cc2c(C)[nH]c3ccccc23)o1	-3	-5	1.2	0	5	-1	-8	8	6
COc1cc(C)nc(NS(=O)(=O)c2ccccc2)n1	-2	3	/	-7	1	5	7	1	2
CCCCn1c(=O)[nH]c(=O)c2c1nc(-c1ccc(OCC)cc1)n2CC	1	-3	1.0	1	3	-6	-5	0	4
COCCCNC(=O)C1CCCN(C(=O)Nc2ccc(OC)cc2)C1 (configuration not stated)	-2	-3	-0.3	-2	-3	10	-3	7	2
CCc1cccc2c(C(=O)C(F)(F)F)cn(CC(=O)NCC3CCCO3)c12 (configuration not stated)	-1	2	-2.2	-2	-4	5	4	0	0

Not all compounds are listed. The share of hits here may be higher or lower than overall.
